Screening results as filed in PubChem.
K1F lysis inhibition: protection from phage-mediated lysis, alamar blue read-out – E. coli UTI89, K1F phage, bacterial capsule biogenesis inhibitors (AID 488966). actives 0.02% (n = 340,000). E. coli UTI89 K1F phage lysis, alamar blue, 2 h; higher % means a stronger effect. inhibition, % at 100 µM, or IC50 in µM where a hit was titrated;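 active = phage lysis inhibition, versus mean bacterial control, above a set limit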;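 note: capsule biogenesis inhibitors block K1F phage lysis so surviving cells raise fluorescence; higher fluorescence means more inhibition of phage lysis; actives were called in the ten point dose series up to 300 µM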
P. falciparum M1AAP: malaria alanyl aminopeptidase activity blockers – biochemical, fluorogenic H-Leu-NHMec substrate, 1536-well (AID 1445). recombinant M1AAP, H-Leu-NHMec fluorogenic kinetic assay; higher % means a stronger effect. actives 0.42% (n = 220,000). one-dose inhibition, % at 30 µM; IC50 in µM for titrated hits;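 active = primary inhibition above the hit cutoff, then over 50% inhibition at one or more dose response concentrations, cut at about 23% in these data, passing the limit was not always enough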;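 note: plate controls were DMSO full reaction for no effect and no enzyme background for full effect; strong numbers were not always called active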
b-catenin transl: beta-catenin nuclear translocation modulation. HeLa beta-catenin nuclear translocation, immunofluorescence imaging. nuclear translocation activity, % at 5 µM. actives 0.3% (n = 190,000). AID 1665;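 active = nuclear translocation activity above 50% at 5 µM, with a well cell count of 50 or more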;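 note: per-cell ratio of nuclear to cytoplasmic median beta-catenin stain intensity; plate controls were DMSO negative control for no effect and GSK-3 inhibitor IX positive control for full effect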
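Technique: fluorescence imaging of beta-catenin antibody stain plus DAPI / Material: human HeLa cell line / Incubation: compound treatment 24 h, 37°C, 5% CO2 / Read-out basis: % activation of per-cell nuclear versus cytoplasmic median beta-catenin signal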
M17LAP inhibition: P. falciparum M17LAP inhibitors, primary screen, biochemical, fluorogenic H-Leu-NHMec substrate, 1536-well (AID 1619). recombinant M17LAP, H-Leu-NHMec fluorogenic kinetic assay; higher % means a stronger effect. inhibition, % at 30 µM; hits with a dose series show IC50 in µM. actives 0.38% (n = 220,000);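 active = compound inhibiting the enzyme by more than half at any dose during confirmatory dose-response retesting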;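 note: plate controls were full reaction with DMSO carrier for no effect and no enzyme background for full effect; strong numbers were not always called active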
Dynein cargo inh: blocks dynein driven cargo transport along microtubules | 3617.4 mouse cells, GR-EGFP nuclear translocation imaging; test concentration mostly 20 µM; stimulated with dexamethasone, 1 µM; hits give low values | z-score, hits read low | actives 0.47% (n = 220,000) | AID 1381;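 active = plate z-score of nuclear minus cytoplasmic receptor signal below a set negative limit, without overly bright fluorescence or cell loss, cut at about -3.5 in these data, passing the limit was not always enough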;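 note: z-score of nuclear minus cytoplasmic ring GR-EGFP intensity difference per well; some compounds called inactive have numbers as strong as hits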
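Buffer or medium: tetracycline-free induction medium containing charcoal-stripped FBS / Reagent: dexamethasone agonist, 1.0 µM final, for 30 min / Technique: automated 10x imaging of fixed Hoechst-stained cells / Times: induction 48 h, compound 1 h, agonist 30 min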
MT stabilize HCS: stabilizes microtubules in HeLa cells; actives 0.83% (n = 200,000); AID 2205; % tubulin-high responders, % at 10 µM; HeLa tubulin immunostaining HCS, 24 h; share of cells brighter than vehicle mean+2SD;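 active = plate Z-score above 3 for both tubulin-high and condensed-nucleus cell shares, with cell loss under 80%, at 10 µM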;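 note: anti alpha tubulin signal scored within the nucleus-defined area of each cell; some results filed as inactive read as strong as hits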
Autophagy mod: autophagy modulation, high-content screen. calls only at 10 µM (by protocol). MEF GFP-LC3 puncta imaging; test concentration mostly 10 µM. AID 463193. actives 0.98% (n = 190,000);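 active = percentage of spot-positive cells more than 3 SD above its plate mean, without a fluorescence outlier flag or 80% toxicity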;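 note: spot-positive cell cutoff set from DMSO-treated cells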
CSM14.1 death rescue: protection against thapsigargin-triggered cell killing – 384-well, CSM14.1, ATP luminescence, primary screen (AID 1222). CSM14.1 thapsigargin-induced death rescue, ATP luminescence; higher % means a stronger effect. 190,000 tested, under 10 active. cellular ATP content (survival), % at 20 µM, or EC50 in µM where a hit was titrated;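 active = EC50 below 50 µM in the dose-response confirmation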;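 note: death triggered by thapsigargin at about 15 µM added after 2 h compound pretreatment; cell ATP read after overnight thapsigargin exposure of roughly 18 to 22 hours; normalized against plate controls of thapsigargin alone and 5% DMSO vehicle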
Insulin prom up: MIN6 insulin promoter up-regulation; MIN6 insulin promoter-GFP reporter, high-content imaging; hits give high values; z-score at 5 µM; actives 0.3% (n = 190,000); AID 1625;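 active = z-score above 3 at 5 µM with at least 500 cells counted in the well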
Dynein cargo inh cytoplasmic EGFP: recorded beside Dynein cargo inh, whose call it bears; z-score; measured here: cytoplasmic GR-EGFP intensity; hits give high values
Dynein cargo inh nuclear GR-EGFP: further read-out of Dynein cargo inh, marked with its call; z-score; measured here: nuclear GR-EGFP intensity;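 lower value marks the stronger effect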
Dynein cargo inh cell count: further read-out of Dynein cargo inh, marked with its call; z-score; measured here: cell count per field
Insulin prom up cell count: second read-out of Insulin prom up, no call of its own (marks repeat the call); cell count; measured here: cytotoxicity, nuclei count;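 total cells summed across four imaged fields per well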
b-catenin transl cell count 5 µM: second read-out of b-catenin transl, no call of its own (marks repeat the call); cell count; measured here: cell count, cytotoxicity flag
MT stabilize HCS Hoechst-high %: recorded beside MT stabilize HCS, whose call it bears; % Hoechst-high responders; measured here: nuclear condensation Hoechst responders;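 share of cells brighter than vehicle mean plus two SD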
MT stabilize HCS cytotoxicity %: also measured in MT stabilize HCS; calls as there; toxicity, %; measured here: cytotoxicity by cell density;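 0% = mean cell density of plate MIN control wells and 100% = no cells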
Autophagy mod cell loss 18 h: recorded beside Autophagy mod, whose call it bears; toxicity, %; measured here: cell loss, nuclei count;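 cell loss after 18 h compound exposure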
* marks the source's active call; other numbers are inactive results; i = inactive; · = not tested or not shown; [ ] = another dose, or the depositor's remark.

smiles | K1F lysis inhibition | P. falciparum M1AAP | b-catenin transl | b-catenin transl cell count 5 µM | M17LAP inhibition | Dynein cargo inh | Dynein cargo inh cytoplasmic EGFP | Dynein cargo inh nuclear GR-EGFP | Dynein cargo inh cell count | MT stabilize HCS | MT stabilize HCS Hoechst-high % | MT stabilize HCS cytotoxicity % | Autophagy mod | Autophagy mod cell loss 18 h | CSM14.1 death rescue | Insulin prom up | Insulin prom up cell count
Cc1nn(Cc2ccccc2)c(Cl)c1/C=C/C(=O)OC(C)C(=O)N1CCCC1 (stereo unspecified) | -0.6% | 3.6% | -3.9 | 1091 | 15.3% | -0.73 | -0.178 | -0.265 | 0.325 | 1.4 | 3.0 | 6.6 | i | 5.4 | -0.3% | 0.56 | 1259
CCCCc1c(C)nc2ccc(C)cc2c1SCCC(=O)O | -0.6% | -0.1% | -0.2 | 1505 | -1.9% | 1.19 | -0.319 | 0.599 | -1.57 | 2.6 | 2.2 | 5.5 | i | -2.8 | -0.3% | -0.27 | 1424
Cc1nnc(NC(=O)CSC2CCCCC2)s1 | 0.2% | -0.4% | -0.7 | 1111 | -0.4% | -0.509 | -0.193 | -0.165 | 0.279 | 2.0 | 2.1 | 3.4 | i | 2.4 | -3.5% | 0.12 | 1877
COc1cccc(C2/C(=C(/O)c3ccccc3)C(=O)C(=O)N2CCCC(=O)O)c1 (stereo unspecified) | 0.3% | 7.2% | -2.7 | 1366 | 34.8% | -0.395 | -0.2 | -0.0215 | 0.148 | 2.1 | 2.4 | 10.8 | i | -8.1 | -1.3% | 1.76 | 1365
O=C(NCc1ccccc1)c1ccc(F)c(F)c1 | -1.6% | 1.0% | -3.5 | 1056 | -6.1% | -0.886 | -0.315 | 0.0664 | 0.802 | 4.0 | 3.2 | 7.0 | i | 8.0 | -1.8% | 0.25 | 1562
COCCN(CCOC)S(=O)(=O)c1ccc(C(=O)Nc2sc3c(c2C(N)=O)CCCCC3)cc1 | 0.6%[50 µM] | 5.7% | -0.6 | 1132 | 11.0% | -0.047 | -0.241 | -0.0719 | 0.0466 | 6.2 | 5.8 | 13.6 | i | 8.8 | 0.7% | -0.75 | 1497
COc1ccc(CC(=O)OC(C)CN2CCCC2)cc1 (stereo unspecified) | 1.6% | -3.4% | -3.1 | 1137 | 2.3% | 3.05 | -0.196 | 1.63 | -0.943 | 8.7 | 2.8 | 19.1 | i | 43.3 | 2.9% | -0.05 | 980
COc1ccccc1CC(=O)N(CCC#N)CCC#N | 0.1% | -1.1% | -0.4 | 1160 | 17.8% | -0.25 | -0.254 | 0.0662 | -0.484 | 1.1 | 1.6 | 1.0 | i | 6.0 | 1.5% | -0.15 | 1194
C[C@H](NC(=O)[C@@H]1CCC(=O)N1Cc1ccco1)c1ccccc1 | 0.4% | -1.2% | -1.5 | 1219 | 3.2% | 0.111 | -0.294 | 0.216 | 0.1 | 3.1 | 1.7 | 4.2 | i | 2.2 | 0.3% | 1.02 | 1435
Cc1onc(-c2c(F)cccc2Cl)c1C(=O)N1C=CC(C(F)(F)F)=NCC1 | -0.1% | 10.9% | · | · | 10.0% | -0.659 | -0.221 | -0.461 | 1.14 | 4.4 | 1.6 | 4.0 | i | -30.1 | 1.2% | · | ·
O=C(CNCC1(N2CCOCC2)CCCCC1)Nc1ccc(Cl)cc1 | -1.7% | 1.2% | -1.7 | 1158 | -3.3% | -0.62 | -0.296 | -0.0689 | -0.227 | 4.1 | 2.9 | 6.1 | i | 11.5 | -0.5% | -0.18 | 1366
CN(Cc1c(O)ccc2c1oc(=O)c1ccccc12)C1CCCCC1 | 7.6% | 5.6% | -0.8 | 1065 | 8.0% | 0.366 | -0.134 | 0.547 | -0.141 | 4.8 | 3.3 | 6.5 | i | -12.6 | 0.8% | -1.27 | 1293
CC1(C)CC(C2N3CC4(C)CN2CC(C)(C3)C4=O)CCO1 (stereo unspecified) | 2.9% | -0.5% | -1.2 | 1036 | -15.1% | -0.241 | -0.224 | -0.0922 | 0.341 | 1.4 | 1.2 | 0.9 | i | 2.9 | -0.8% | · | ·
Cc1ccc(CN2C(=O)CCC2C(=O)NCC2CCCO2)cc1 (stereo unspecified) | 0.0% | -4.0% | · | · | -2.9% | -0.197 | -0.203 | 0.185 | 0.118 | 1.7 | 1.9 | 10.8 | i | 3.6 | · | -0.52 | 1106
C=CCc1ccccc1OCC(O)CN1CCN(c2ccc(OC)cc2)CC1 (stereo unspecified) | -0.5% | 3.1% | -2.3 | 1406 | -3.0% | -1.36 | -0.112 | -0.597 | 0.941 | 5.0 | 3.9 | 11.9 | i | -8.8 | -0.2% | -2.06 | 1149
Cc1onc(-c2ccccc2Cl)c1C(=O)Nc1ccc(F)c(F)c1 | 1.0% | 3.5% | -1.1 | 1004 | 8.7% | 1.21 | -0.206 | 1.05 | -1.37 | 3.6 | 2.5 | 19.0 | i | -24.2 | 0.0% | -0.01 | 1521
C/C(=N\NC(=S)NCc1ccccc1)c1ccc(C(C)(C)C)cc1 | 7.9% | 7.9% | -1.0 | 986 | -19.4% | 0.932 | -0.288 | 0.196 | -0.689 | 3.7 | 3.1 | 13.8 | i | 0.8 | -2.0% | · | ·
O=C(N/C(=C/c1ccc(Br)cc1)C(=O)N1CCCC1)c1cccs1 | 0.0% | 8.0% | · | · | 21.0% | 0.557 | -0.287 | 0.448 | -0.644 | 1.6 | 3.1 | 7.8 | i | 0.0 | -1.1% | 0.23 | 1250
CCCNC(=O)c1ccc(Cn2cc(C(F)(F)F)ccc2=O)cc1 | -0.8% | -6.0% | -2.9 | 1083 | 3.0% | -0.509 | -0.302 | -0.354 | 0.0204 | 3.5 | 1.6 | 5.2 | i | -5.0 | -0.6% | -0.07 | 1472
Fc1ccc(N=C2NN=C(c3cc(F)ccc3F)CS2)cc1 | 1.5% | 15.9% | -0.9 | 1111 | 3.9% | -0.725 | -0.2 | -0.524 | 0.0271 | 6.5 | 2.2 | 7.5 | i | -0.6 | -1.3% | -0.71 | 1244
COc1cc2c(cc1OC)C(c1ccccc1O)N(C1CC(=O)N(c3ccccc3)C1=O)CC2 (stereo unspecified) | -0.1% | 16.2% | · | · | 3.3% | -0.171 | -0.164 | 0.529 | -1.32 | 1.7 | 1.8 | 5.2 | i | -2.5 | -3.2% | -0.12 | 1271
CC(C)Cc1cc(C(=O)NCCN2CCOCC2)no1 | 0.1% | 5.4% | 0.4 | 1093 | 9.8% | -0.133 | -0.129 | 0.0499 | 0.174 | 2.8 | 2.3 | 10.8 | i | 10.3 | -0.7% | -0.54 | 1885
C=CCN1C(=O)C(CC(=O)Nc2ccccc2)S/C1=N/c1nccs1 (stereo unspecified) | -0.3% | 5.8% | -2.5 | 1211 | -2.3% | 0.181 | -0.232 | 0.0948 | -0.257 | · | · | · | · | · | · | 0.39 | 1446
Cc1cc(C)c2c(CC(=O)NN(C)C)coc2c1 | 0.5% | 6.7% | -0.1 | 1490 | -0.1% | -0.563 | -0.28 | -0.142 | 1.07 | 3.7 | 1.8 | 5.0 | i | 15.4 | -1.2% | -0.01 | 1466
CCNC(=O)C/C(C)=N/NC(=O)C12CC3CC(CC(C3)C1)C2 | 0.5% | 2.5% | 0.4 | 1454 | -0.2% | -0.0344 | -0.463 | -0.0327 | 0.0761 | 3.1 | 1.7 | 5.7 | i | -0.7 | -0.6% | 2.37 | 1437
CC1(C)CC(=O)C=C(NC2CCCCCC2)C1 | 0.9% | -2.5% | -4.9 | 987 | 4.0% | -0.512 | -0.0652 | -0.0328 | 0.882 | 1.5 | 4.9 | 7.1 | i | -11.0 | -0.5% | 0.32 | 1282
COc1ccc(-c2ccnc3c(C#N)cnn23)cc1 | 0.8% | -1.0% | 0.9 | 1332 | -12.8% | 1.19 | -0.176 | 0.463 | -0.619 | 5.6 | 2.5 | 0.3 | i | 25.1 | 1.9% | 1.1 | 1358
O=C1c2cccc3cc(Br)cc(c23)C(=O)N1Nc1ccc(Br)cc1 | -0.4% | 3.0% | · | · | -2.1% | -1.17 | -0.239 | -0.795 | 0.494 | 4.1 | 2.8 | 5.7 | i | 10.1 | -0.7% | -0.06 | 1338
CCN(C(=O)COC(=O)c1ccc(S(=O)(=O)N2CCCc3ccccc32)cc1)C1CCS(=O)(=O)C1 (stereo unspecified) | 0.0% | 2.3% | -2.4 | 1120 | -2.2% | 0.225 | 0.397 | 0.829 | -0.145 | 4.3 | 2.0 | 0.0 | i | -7.7 | -2.7% | · | ·
CCCCNc1ccc(S(=O)(=O)c2cccc([N+](=O)[O-])c2)cc1[N+](=O)[O-] | 0.9% | 9.1% | 0.5 | 1008 | 0.7% | -0.619 | -0.313 | -0.594 | 1.33 | 5.7 | 3.2 | 9.9 | i | -7.6 | -1.0% | -0.44 | 1277
COc1ccc2[nH]c3c(=O)n(CCCCCC(=O)NCCC(C)C)c(=S)[nH]c3c2c1 | 0.0% | 2.5% | 0.4 | 1191 | -1.8% | 0.166 | 0.199 | -0.191 | -0.0592 | 2.0 | 1.7 | 11.5 | i | 9.6 | 0.8% | -0.13 | 1192
